Screening data as filed in PubChem BioAssay.
ROMK primary: modulates human ROMK potassium channel activity. Tet-inducible ROMK, thallium flux fluorescence; actives lie on both sides. B-score at 10 µM. hit rate 2% among 130,000. AID 1918;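 active means signal ratio slope over the read window, or its plate-corrected B-score, at least 3 SD from the plate mean, either direction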;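 further: B-score of the F/F0 ratio slope over 7 to 12 s after thallium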
Target sequence (P48048 whole entry, looked up): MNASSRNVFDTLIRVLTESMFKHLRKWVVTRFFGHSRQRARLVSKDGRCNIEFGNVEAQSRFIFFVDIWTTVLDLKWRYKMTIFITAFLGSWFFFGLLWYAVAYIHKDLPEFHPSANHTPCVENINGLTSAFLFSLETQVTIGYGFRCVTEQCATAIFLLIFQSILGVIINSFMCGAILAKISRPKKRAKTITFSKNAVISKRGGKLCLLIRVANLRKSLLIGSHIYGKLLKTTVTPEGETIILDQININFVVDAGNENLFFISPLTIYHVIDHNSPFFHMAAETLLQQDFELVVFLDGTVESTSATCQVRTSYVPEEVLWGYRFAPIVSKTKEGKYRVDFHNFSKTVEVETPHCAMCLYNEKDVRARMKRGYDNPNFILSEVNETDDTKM
PPARg SRC3 recr: agonists of human PPARgamma SRC-3 coactivator recruitment; biochemical PPARgamma/SRC-3 coactivator recruitment assay; AID 731; P37231; activation, % at 8 µM; hit rate 0.26% among 200,000; in the data active means activation above about 23%;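 further: 0% = DMSO and 100% = reference agonist; some compounds past the cut are filed as inactive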
Lmaj promast: Leishmania major promastigote growth inhibition | Leishmania major promastigotes, resazurin fluorescence viability | hit rate 9% among 200,000 | inhibition, % at 10 µM; in the data active means inhibition above about 50%;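 further: promastigotes grown with compound for 44 hours at 28 °C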
DTT redox prof: compounds producing H2O2 with reducing agent – biochemical, NIH compound library profiling, artefact control for MLSCN library redox annotation, primary screen; DTT-dependent redox cycling H2O2, phenol red/HRP absorbance; 100% = 100 µM peroxide control, 0% = buffer; activation, % at 10 µM; hit rate 0.03% among 200,000; AID 878;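 active means activation of at least 50% relative to the plate's high and low controls in the primary single-dose screen; inactive means activation below 50%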;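 further: compound incubated with DTT at 0.8 mM final as the reducing agent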
TLR4-MyD88 BLA: blocks binding of human TLR4 to MyD88; HeLa CL3-4 TLR4/MyD88 BLA complementation, FRET ratio; AID 861; inhibition, % at 8.4 µM; O00206+Q99836; hit rate 0.18% among 200,000; in the data active means inhibition above about 25%;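 further: 0% = vehicle and 100% = reference inhibitor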
bIAP act: increases bovine intestinal alkaline phosphatase activity. purified bovine IAP, CDP-star luminescence, 30 min; hits give high values; fold of DMSO-control signal, blank-subtracted. hit rate 0.17% among 200,000. AID 1016. activation factor at 20 µM;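 active means activation factor of 2 or more at 20 µM, a signal rise over negative controls twice the positive control's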
PPARg SRC-1 ag: promotes SRC-1 coactivator recruitment by human PPARgamma; hit rate 0.41% among 200,000; PPARgamma-SRC-1 coactivator recruitment biochemical assay; activation, % at 8 µM; in the data active means activation above about 19%;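 further: 0% = DMSO and 100% = reference agonist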
bIAP inhibitor: intestinal alkaline phosphatase (bovine) inhibition; purified bovine IAP, CDP-star luminescence, 30 min; inhibition, % at 20 µM; 190,000 tested, under 10 active;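 active means over 50% inhibition of intestinal alkaline phosphatase at 20 µM in the single-dose screen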
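Incubation: 30 min reaction at room temperature / Material: purified bovine intestinal alkaline phosphatase (IAP) enzyme / Input: enzyme at 1/65,000,000 dilution / Dosing: 20 µM single dose / Signal: CDP-star luminescence signal / Reagent: CDP-star chemiluminescent phosphatase substrate, 30 µM final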
PPARg SRC-2 ag: PPARgamma-driven SRC-2 recruitment agonism. P37231. PPARgamma LBD-SRC-2 recruitment, biochemical. activation, % at 8 µM. hit rate 0.34% among 200,000. AID 1032; in the data active means activation above about 22%;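 further: 0% = vehicle and 100% = reference agonist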
TR-FRET SRC-2 ct: counter-screen for PPARgamma SRC-2 recruitment agonists: TR-FRET artefact. hits give high values. TR-FRET ratio at 8 µM. hit rate 0.4% among 200,000. AID 1049; in the data active means TR-FRET ratio above about 2000; further: inactives centre near 1500; reference of the scale not given here
S1P3 antagonist: antagonists of human S1P3 receptor; Q99500; CHO S1P3 NFAT-BLA reporter, FRET fluorescence, antagonist mode; inhibition, % at 4.98 µM; hit rate 0.27% among 170,000; AID 485;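 active means inhibition above the plate cutoff, the mean inhibition of test wells on that plate plus 3 SD, cut at about 28% in these data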;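 further: cells challenged with S1P at its EC80 of 0.8 µM; blue over green emission ratio from cleaved BLA substrate after 4 h stimulation; 0% = S1P-stimulated wells and 100% = unstimulated DMSO-only wells; some compounds past the cut are filed as inactive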
Target sequence (Q99500 whole entry, looked up): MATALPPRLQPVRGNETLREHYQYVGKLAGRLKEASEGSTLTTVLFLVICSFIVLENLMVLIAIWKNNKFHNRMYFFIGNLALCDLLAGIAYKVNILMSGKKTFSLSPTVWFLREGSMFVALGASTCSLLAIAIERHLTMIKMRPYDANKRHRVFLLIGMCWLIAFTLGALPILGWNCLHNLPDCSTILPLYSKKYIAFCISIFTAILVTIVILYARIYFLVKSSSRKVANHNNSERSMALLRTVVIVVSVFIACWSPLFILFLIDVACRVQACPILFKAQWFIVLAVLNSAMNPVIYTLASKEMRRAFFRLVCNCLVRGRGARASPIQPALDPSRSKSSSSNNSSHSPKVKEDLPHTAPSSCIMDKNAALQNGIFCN
* hit, by the source's call; . = not tested or not shown. Rows were taken by chance; 11% or so of the library scored in one or more.

Molecule,ROMK primary,PPARg SRC3 recr,Lmaj promast,DTT redox prof,TLR4-MyD88 BLA,bIAP act,PPARg SRC-1 ag,bIAP inhibitor,PPARg SRC-2 ag,TR-FRET SRC-2 ct,S1P3 antagonist
Cc1ccc(S(=O)(=O)N2CCCN(c3nc4cc(C)ccc4cc3C#N)CC2)cc1,.,11,23,1.0,-8,1.2,-4,-15,-5,3009*,.
c1ccc(-n2cnc3cc(NCc4cccs4)ccc32)cc1,.,1,11,3.2,9,1,3,2,4,1624,.
COc1ccccc1/C=N/Nc1cc(N(C)C)nc(N(C)C)n1,0.91,0,84*,-0.6,-6,0.9,6,6,13,1855,-15
CNS(=O)(=O)c1ccc(NC(=O)c2ccc(Cl)cc2Cl)cc1,0,2,-4,-0.7,7,0.9,0,10,10,1547,-6
CC(=O)c1ccc(OCCCC(=O)Nc2cccc(S(=O)(=O)N(C)C)c2)cc1,.,-4,58*,-0.6,4,1.1,5,-8,0,1578,1
COCC(=O)Nc1cc(=O)n(C)c(=O)n1C,.,4,-6,-1.4,8,0.9,4,10,0,1730,-29
Cc1ccc(S(=O)(=O)CCc2nnc(NC(=O)c3cccs3)s2)cc1,.,2,-3,0.4,7,0.9,6,8,-1,1281,-6
O=S(=O)(NCCSc1ccccn1)c1ccc(Br)cc1,0.38,1,-7,-0.1,-11,0.9,0,12,1,1518,-17
CCOc1nc(NC(=O)NS(=O)(=O)c2ccccc2F)nc(-c2ccccc2)n1,-0.85,1,-11,-0.8,4,0.9,-2,14,-1,1662,0
Cc1ccc(C(=O)NCc2ccco2)cc1S(=O)(=O)N1CCCCC1,.,8,6,-0.2,-4,1,8,3,-3,1672,.
COc1cccc(NC(=O)N2CCCC2)c1,1.3,9,7,-0.7,-12,1.2,-8,-17,9,1539,-10
CNS(=O)(=O)c1c(C)cc(C)c(N(C)S(=O)(=O)c2ccccc2)c1C,0.57,4,0,-0.3,-8,1,1,-2,5,1574,1
Cc1ccc(N/C(SCc2ccccc2C)=C(/C#N)C(=O)NCc2ccco2)cc1C,.,16,13,2.3,-16,0.8,3,20,7,1656,.
COc1ccc(C2NC(c3ccc(OC)cc3)C(c3ccccc3)C(=O)C2c2ccccc2)cc1 (stereo not given),0.28,0,98*,-0.2,1,0.9,2,7,-2,1596,6
O=c1c(C(c2ccccc2)c2c(O)sc3ccccc3c2=O)c(O)sc2ccccc12,.,3,-6,-1.1,-5,0.8,4,18,7,1493,.
Cc1ccc(N(CC(=O)Nc2c(C)n(C)n(-c3ccccc3)c2=O)S(C)(=O)=O)cc1C,1.1,0,-5,1.1,8,1.1,-6,-11,1,1431,.
O=C(Oc1ccccc1C(=O)Oc1ccccc1)c1cccnc1,0.1,12,0,-1.1,16,1.1,8,-12,16,1590,-17
COc1ccc(-c2nnc(NC(=O)c3cc(C)on3)s2)cc1,0.18,1,3,-0.1,-5,0.9,4,11,4,1740,19
NS(=O)(=O)c1ccc(CNC(=O)Cc2ccccc2F)cc1,-0.38,2,-9,-1.3,0,1.1,7,-8,2,1667,-21
O=C1CC(c2ccc(Cl)cc2)CC(=O)C1CS(=O)(=O)c1ccccc1 (stereo not given),0.2,5,-5,-0.9,0,1.1,4,-8,10,1611,-7
COc1cccc(-c2cc(C(=O)Nc3c(C)n(C)n(-c4ccccc4)c3=O)no2)c1,0.067,1,7,0.2,-1,0.9,3,11,13,1780,.
CCOC(=O)N1CCN(C(=O)CC(=O)Nc2ccc3nc4n(c(=O)c3c2)CCCCC4)CC1,.,2,-6,-2.7,17,1.2,6,-19,-1,1598,-45
CCOC(=O)C1=C(C)Nc2ccccc2N=C1NC(=O)C(CC)c1ccccc1 (stereo not given),.,1,2,0.4,-2,1,5,-1,4,1542,-19
O=C(CCN1C(=O)c2ccccc2C1=O)OCn1nnc2ccccc2c1=O,-0.48,-3,-3,0.0,-7,1,8,3,3,1507,.
CC(C)(C)OC(=O)N1CCC(c2c(C(=O)O)cnn2-c2ccccc2Cl)CC1,-0.17,-3,-4,-1.2,6,1,6,-1,-12,1602,-25
CC1=C(C(=O)Nc2ccccc2)C(c2cccs2)n2nnnc2N1 (stereo not given),.,13,5,-3.0,1,0.8,7,18,4,1454,-3
CCOc1ccc(CNC(=S)NCc2ccc(OCC)cc2)cc1,.,4,-3,-0.1,2,0.9,3,7,1,1453,7
O=[N+]([O-])c1ccc(COc2ncnc3ccccc23)cc1,-0.44,-2,-6,-0.4,6,1,3,2,-9,1484,-11
Cc1ccc2c(c1)N(C(=O)c1ccco1)C(C)(C)c1ssc(=S)c1-2,-0.33,12,98*,0.0,-8,0.8,6,16,15,1641,.
CCCCOCCCNC(=O)c1cccs1,0.017,3,-3,11,-10,0.8,3,16,8,1512,4
COc1ccc(Cl)cc1NC(=O)CN(C)CC(=O)Nc1ccc(Br)cc1,-0.19,0,33,-0.5,5,0.9,9,7,2,1603,-1
O=C(O)CSCC(=O)Nc1ccc(S(=O)(=O)N2CCCCC2)cc1,0.4,6,-5,-0.3,1,1,0,0,1,1549,.

A draw from above in order of count of non-hydrogen atoms, smallest number first:
Molecule,ROMK primary,PPARg SRC3 recr,Lmaj promast,DTT redox prof,TLR4-MyD88 BLA,bIAP act,PPARg SRC-1 ag,bIAP inhibitor,PPARg SRC-2 ag,TR-FRET SRC-2 ct,S1P3 antagonist
CCCCOCCCNC(=O)c1cccs1,0.017,3,-3,11,-10,0.8,3,16,8,1512,4
CC1=C(C(=O)Nc2ccccc2)C(c2cccs2)n2nnnc2N1 (stereo not given),.,13,5,-3.0,1,0.8,7,18,4,1454,-3
CC(C)(C)OC(=O)N1CCC(c2c(C(=O)O)cnn2-c2ccccc2Cl)CC1,-0.17,-3,-4,-1.2,6,1,6,-1,-12,1602,-25

The list continues.
Molecule,ROMK primary,PPARg SRC3 recr,Lmaj promast,DTT redox prof,TLR4-MyD88 BLA,bIAP act,PPARg SRC-1 ag,bIAP inhibitor,PPARg SRC-2 ag,TR-FRET SRC-2 ct,S1P3 antagonist
CSc1nnc(-c2ccccc2SC)o1,1.6,14,1,-1.1,10,1.1,22*,-12,20,1917,-6
O=S(=O)(c1ccc(Br)s1)N1CCc2ccccc2C1,.,9,5,2.7,-2,0.9,-5,5,0,1508,-1
O=C(O)c1ccc(Nc2nc(-c3cccnc3)nc3ccccc23)cc1,.,2,-2,-1.1,-9,0.9,-4,8,-1,1414,-9
Cc1ccc[n+](C(C)C(=O)Nc2ccc(C)c([N+](=O)[O-])c2)c1 (stereo not given),.,12,-4,0.4,-5,0.9,5,15,7,1605,.
Cc1csc(NC(=O)CN2CCCCCC2)n1,.,3,-3,-0.3,-1,1.1,-9,-6,1,1595,13
Cc1cnc(C(=O)Nc2ccc(N3CCCCC3)cc2)cn1,.,4,8,-0.7,2,1,4,0,10,1659,-5
CC(C)C(=O)Nc1cccc(C(=O)NCCc2ccc(S(N)(=O)=O)cc2)c1,.,5,-6,0.8,-1,0.9,1,12,-1,1390,-11
Cc1nn(-c2ccccc2)c(C)c1[N+](=O)[O-],0.085,-5,-3,0.0,5,0.9,1,8,-9,1516,-1
CC1(C)CC(=O)C(C=Nc2ccc3c(c2)OCO3)=C(O)C1,.,5,-2,0.2,20,0.9,1,6,10,1654,13
CCCS(=O)(=O)n1nc(-c2ccccc2)cc1N,.,1,-5,-0.8,-5,0.8,3,18,1,1741,.
CCCNc1nc(OCC(F)(F)F)nc(OCC(F)(F)F)n1,.,10,-4,-2.4,-1,0.9,9,12,8,1688,.
CC1=CCC2([N+](=O)[O-])CN(CC(=O)O)CC1([N+](=O)[O-])C2 (stereo not given),0.27,2,-4,-0.6,1,1,1,1,4,1640,-3
COc1ccc(CN(C(=O)c2ccc3c(c2)OCCO3)C(C(=O)NC2CCCCC2)c2ccc3ncccc3c2)cc1 (stereo not given),.,-1,14,1.2,2,1,-3,-3,3,1458,.
CC(C)Cn1c(SC(C)C(=O)Nc2ccc(N3CCOCC3)cc2)nc2ccccc21 (stereo not given),0.013,-1,-2,0.1,7,0.9,-2,13,-7,1596,2
CCOC(=O)CN(C(=O)CNC(=O)c1cccs1)C(C(=O)NC1CCCCC1)c1cccnc1 (stereo not given),.,12,-4,0.3,-8,0.9,-1,12,9,1704,.
CN1CCN(C(=O)CCc2nc3ccccc3c(=O)[nH]2)CC1,-0.16,-9,1,0.4,17,0.9,5,13,1,1453,.
Cc1ccc(-c2csc(NC(=S)NC(=O)c3cccs3)n2)cc1,-0.0017,1,40,0.6,2,1,9,-2,3,1573,-9
O=C1CC(C(=O)O)C2(CCCC2)O1 (stereo not given),.,5,-4,0.9,11,.,-2,.,-4,1363,.
CC(=O)c1c(C)[nH]c(C(=O)Nc2nccs2)c1C,1.4,7,6,-0.6,-14,1.1,11,-9,6,1617,1
CCOC(=O)c1ccc(NC(=O)CN(C)S(=O)(=O)c2ccc(OC)cc2)cc1,.,5,0,1.1,-13,1,4,1,0,1624,-6
O=C(CCN1CCN(C(c2ccccc2)c2ccccc2)CC1)N/N=C/c1ccc(O)cc1O,.,-2,25,0.3,-1,0.8,-7,17,2,1491,15
